Source: PubChem BioAssay (several laboratories)
Y pestis TopoI – blocks Yersinia pestis topoisomerase I activity | hit rate 0.064% among 360,000 | activity, % at 10 µM | AID 504884 | Y. pestis Topo-I cleavage product accumulation, plate reader; in the data active = activity above about 50%, passing the limit was not always enough; inconclusive = no clear call, values can overlap the other calls; note: inactives centre near 2
TcdB GH inh – blocks C. difficile toxin B glycohydrolase activity; inhibition, % at 9.99 µM; AID 652162; P18177; hit rate 0.24% among 350,000; TcdB glycohydrolase enzymatic assay, plate reader; in the data active = inhibition above about 10%
Vc quorum ag – quorum light induction in luxS cqsA deficient V. cholerae; hit rate 0.16% among 350,000; activation, % at 18.7 µM; V. cholerae BH1578 lux reporter, luminescence, 6 h; AID 588436; in the data active = activation mostly above about 9.7%, no sharp cut-off; inconclusive = no clear call, values can overlap the other calls; inactive = mostly below about 3.7%; note: not every result past the cut was called active; inactives centre near 0; reference of the scale not given here
SSB-PriA inh – K. pneumoniae PriA-SSBct interaction inhibition; AlphaScreen SSBct-PriA binding, biotinylated peptide; inhibition, % at 33 µM; hit rate 0.6% among 430,000; in the data active = inhibition mostly above about 37%, no sharp cut-off; inactive = mostly below about 20%;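 note: plate controls were negative control peptide for no effect and reference peptide for full effect; strong numbers were not always called active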
CCHF vOTU inh – blocks the CCHF virus ovarian tumor domain protease. CCHFV vOTU protease, Pep-AMC fluorescence. inhibition, % at 11.5 µM. hit rate 0.55% among 370,000. AID 651958; in the data active = inhibition above about 30%; note: 0% = vehicle wells with enzyme and 100% = no enzyme wells
BoNT-A LC inh2 – BoNT A light chain protease inhibition; multiplex microsphere protease substrate cleavage, flow cytometry; inhibition, % at 10 µM; hit rate 0.17% among 360,000; note: plate controls were buffer without enzyme for full effect and enzyme alone for no effect
PfHsp40 rescue – compounds rescuing yeast from Plasmodium falciparum HSP40 toxicity | hit rate 0.68% among 340,000 | growth rescue, % at 12.5 µM | S. cerevisiae expressing PfHsp40, growth rescue, ATP luminescence; in the data active = growth rescue above about 28%, passing the limit was not always enough; inconclusive = no clear call, values can overlap the other calls;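 note: yeast W303a lacking pdr1 and pdr3 grown in galactose medium; growth measured after three days at 30 °C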
Anthrax LF prot – anthrax lethal factor protease inhibition | P15917 | multiplex microsphere protease cleavage assay, LF | inhibition, % at 10 µM | hit rate 0.12% among 360,000; note: plate controls were buffer without enzyme for full effect and enzyme alone for no effect
Target sequence (P15917 whole entry, looked up): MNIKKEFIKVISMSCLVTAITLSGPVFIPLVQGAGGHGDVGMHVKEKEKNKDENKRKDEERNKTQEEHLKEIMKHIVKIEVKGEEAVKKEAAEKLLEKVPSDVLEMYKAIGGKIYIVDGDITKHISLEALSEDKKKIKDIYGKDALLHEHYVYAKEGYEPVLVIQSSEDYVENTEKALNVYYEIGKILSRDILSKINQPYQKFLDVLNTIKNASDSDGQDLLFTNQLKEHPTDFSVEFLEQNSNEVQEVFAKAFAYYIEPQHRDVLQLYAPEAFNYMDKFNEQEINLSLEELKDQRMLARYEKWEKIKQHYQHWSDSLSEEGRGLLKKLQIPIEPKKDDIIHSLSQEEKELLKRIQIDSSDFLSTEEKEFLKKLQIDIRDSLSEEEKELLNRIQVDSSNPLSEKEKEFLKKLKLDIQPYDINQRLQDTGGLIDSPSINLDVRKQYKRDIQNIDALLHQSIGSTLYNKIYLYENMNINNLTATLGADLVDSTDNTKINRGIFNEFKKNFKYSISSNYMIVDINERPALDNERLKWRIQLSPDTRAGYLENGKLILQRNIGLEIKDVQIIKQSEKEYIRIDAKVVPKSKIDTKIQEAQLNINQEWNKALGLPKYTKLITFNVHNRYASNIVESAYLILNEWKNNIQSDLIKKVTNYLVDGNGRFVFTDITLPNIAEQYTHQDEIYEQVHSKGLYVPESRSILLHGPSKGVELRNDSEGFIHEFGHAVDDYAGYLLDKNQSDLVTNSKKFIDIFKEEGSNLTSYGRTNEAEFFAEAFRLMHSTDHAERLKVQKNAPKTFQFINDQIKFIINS
3CLpro inhibitor – SARS-CoV 3CLpro protease inhibition. P0C6X7. recombinant SARS-CoV 3CLpro, quenched FRET peptide cleavage. inhibition, % at 6 µM. hit rate 0.14% among 290,000; in the data active = inhibition above about 12%
VHR inh abs – inhibitors of human VHR1 phosphatase (DUSP3). recombinant VHR phosphatase, pNPP absorbance. inhibition, % at 13.3 µM. hit rate 0.52% among 290,000; in the data active = inhibition above about 50%; note: some compounds called inactive have numbers as strong as hits
Target sequence (P51452 whole entry, looked up): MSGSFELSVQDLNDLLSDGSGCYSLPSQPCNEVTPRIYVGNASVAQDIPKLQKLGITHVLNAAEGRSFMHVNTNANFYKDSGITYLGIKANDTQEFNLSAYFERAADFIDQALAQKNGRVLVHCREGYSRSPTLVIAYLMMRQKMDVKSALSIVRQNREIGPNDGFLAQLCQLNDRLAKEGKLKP
Numbers without * were called inactive; i = inactive; ? = inconclusive; . = no result given. Cut-off read from the data, not from the text of the source, unless noted: active = inhibition above about 30%; inconclusive = no clear call, values can overlap the other calls; inactive = below that. A portion of the library; count on the stated rates, not on these rows.

SMILES	Y pestis TopoI	TcdB GH inh	Vc quorum ag	SSB-PriA inh	CCHF vOTU inh	BoNT-A LC inh2	PfHsp40 rescue	Anthrax LF prot	3CLpro inhibitor	VHR inh abs
O=C(O)CCCC(=O)Nc1ccc(Oc2cccc(C(F)(F)F)c2)nc1	5	-0.2	-0.5	-9	-14	-2.1	.	-2	1	17
CCNc1nc(C)cc(COC)c1C#N	4	.	i	-10	-76	0.2	0.5	2	-2	17
O=C(CCNC(=O)c1ccc([N+](=O)[O-])cc1)NCCC1=CCCCC1	-7	0.0	-0.2	-9	11	3.5	2.8	-3	.	.
O=C(COc1ccc(F)cc1)N(Cc1ccco1)C1CCS(=O)(=O)C1 (stereo not drawn)	3	-1.4	i	4	3	0.7	1.1	-2	1	11
O=C(CC1C(=O)NCCN1Cc1c(F)cccc1Cl)NC1CCCCCC1 (stereo not drawn)	9	-0.4	i	-10	8	0.3	-2.2	-12	-2	23
CC1(C)OC(=O)N(CC(=O)Nc2ccccc2)C1(C)O (stereo not drawn)	1	-0.5	0.8	-3	5	0.2	0.6	-2	3	7
COc1cc(-c2nc(C)c(C(C)=O)n2O)ccc1OCC(=O)Nc1ccc(Cl)cc1	-9	0.3	-0.5	10	-1	-0.5	0.0	-7	0	-1
CCC1(C)Cc2c(sc3c2c(=O)n(C)c2nnc(SCc4ccc5c(c4)OCO5)n32)CO1 (stereo not drawn)	11	.	-9.7	-17	-9	0.8	-0.5	0	0	2
CN1CCN(CC(=O)Nc2cccc(S(=O)(=O)N(C)c3ccccc3)c2)CC1	1	0.6	1.2	-3	7	-1.1	-1.2	2	.	.
Nc1c(-c2ccc(F)cc2)cnn1C1CCS(=O)(=O)C1 (stereo not drawn)	-9	.	i	3	-3	-0.6	-0.7	-11	3	-3
CCC(=O)N1CCN(c2ccccc2NC(=S)NC(=O)c2cccc([N+](=O)[O-])c2)CC1	-8	2.1	-0.2	24	4	0.3	-0.1	0	8	20
O=C(COC(=O)[C@@H]1CCCN1C(=O)c1cccs1)Nc1cccc(Cl)c1	16	-0.2	-0.5	-7	-10	0.0	1.6	-11	.	.
CC(NC(=O)Cn1cc(C(F)(F)F)cc(Cl)c1=O)c1ccccc1 (stereo not drawn)	-3	0.5	-0.2	4	1	2.8	-1.5	2	-5	0
CCOc1ccc(C(=O)NCC(=O)N2CCC3CCCCC3C2)cc1OCC (stereo not drawn)	13	1.6	-0.2	-4	16	0.6	0.5	-2	0	21
O=C(O)c1cc(-c2ccco2)[nH]n1	-4	.	-0.3	-12	-5	-0.2	4.4	0	-5	9
COc1ccc(NC(=O)C2CCCN(S(=O)(=O)c3cccnc3)C2)c(OC)c1 (stereo not drawn)	4	1.9	-0.4	-11	1	-0.9	-0.1	-5	-2	8
CCC(c1nnnn1C(C)(C)CC)N(CCCN1CCOCC1)Cc1cc2cccc(C)c2[nH]c1=O (stereo not drawn)	22	.	-4.2	-7	0	0.4	0.0	-2	-5	30
CC(C)NC(=O)COc1ccc2c(c1)C(=O)CC(C)(C)O2	3	0.0	i	2	-102	-0.4	0.0	0	1	32
Cc1ccc(C(=O)N/C(=C\c2ccco2)C(=O)NCC2CCCO2)cc1C (stereo not drawn)	-3	.	-0.3	-7	-1	-0.2	1.0	-2	2	10
CCOC(=O)C1(Cc2ccccc2Cl)CCN(C(=O)CN2CCOC2=O)CC1	-13	0.5	-0.6	-3	1	0.3	-0.4	-6	0	5
CC1CN(S(=O)(=O)c2ccc(C(=O)N(C)C3CCCCC3)cc2)CC(C)O1 (stereo not drawn)	8	-0.4	i	-6	6	-0.5	0.4	0	.	.
CS(=O)(=O)N(CC(=O)N1CCN(c2ccccc2)CC1)Cc1ccc(Cl)cc1	29	.	-0.5	-7	1	0.0	1.5	-5	0	-10
CCOC(=O)c1sc(NC(=O)CSc2nnc(Cc3ccccc3)o2)c(C#N)c1C	12	.	-1.1	-7	.	-0.2	0.8	2	3	2
COc1ccc(N2C(=O)CC(=O)NC2=O)cc1	-4	.	-0.1	-6	2	1.0	0.0	4	1	8
CCC(=Cc1ccccc1O)c1ccncc1	9	0.6	.	-4	10	0.1	-1.8	-8	.	.
CCc1nnc(NC(=O)CN2C(=O)N(C)C3(CCCCC3)C2=O)s1	-3	-0.4	i	-4	0	0.4	-0.1	-2	.	.
Nc1nnc(SCCCC(=O)c2ccc(F)cc2)s1	1	1.7	-0.2	-15	-1	-0.5	-1.6	0	0	16
Cc1cc(C)cc(N=C2NC(=O)CS2)c1	-17	13*	-0.3	4	-8	1.2	-0.6	-11	1	59*
COc1ccc(-n2nnnc2SCC(=O)Nc2ccc(OC)cc2OC)cc1	-3	1.0	-0.6	-15	0	-3.7	-0.7	-14	7	-12
Cc1ccc(S(=O)(=O)N2CCOCC2)cc1C(=O)OCC(=O)Nc1ccc(Cl)cn1	9	-0.8	-0.8	.	12	-1.9	.	-6	.	.
COc1cc(C2c3cc4c(cc3OC(Nc3ccc(C(=O)O)cc3)C2C)OCO4)cc(OC)c1OC (stereo not drawn)	5	-2.2	i	-11	4	-0.1	-1.6	-7	.	.
O=C(C1=C(O)C(=O)N(CCN2CCOCC2)C1c1cccc(O)c1)c1cc2ccccc2o1 (stereo not drawn)	10	1.0	i	-2	3	2.8	0.0	-7	6	-4
Cc1nc(NC(=O)COc2ccc(Cl)cc2)sc1C(=O)N(C)C	.	0.1	.	.	-3	.	.	.	1	2
CCCOc1ccccc1/C=C1\SC(N2CCCCC2)=NC1=O	2	1.1	0.0	-3	4	-0.3	1.7	1	2	12
Cc1nc2c(OCc3ccc(C#N)cc3)cccn2c1N(C)Cc1cccs1	32	0.0	-6.4	.	0	-0.3	.	0	.	.
CN1C[C@@H]2[C@@H]3C(=O)N(C)C(=O)[C@@H]3[C@](C)(C1=O)N2C(=O)c1ccccc1	-1	0.5	-2.1	-8	.	0.3	0.0	3	.	.

Compound profiles, from the list above.
CCCOc1ccccc1/C=C1\SC(N2CCCCC2)=NC1=O in the list: Y pestis TopoI = 2; TcdB GH inh = 1.1; Vc quorum ag = 0.0; SSB-PriA inh = -3; CCHF vOTU inh = 4; BoNT-A LC inh2 = -0.3; PfHsp40 rescue = 1.7; Anthrax LF prot = 1; 3CLpro inhibitor = 2; VHR inh abs = 12
Cc1nc2c(OCc3ccc(C#N)cc3)cccn2c1N(C)Cc1cccs1 in the list: Y pestis TopoI = 32; TcdB GH inh = 0.0; Vc quorum ag = -6.4; SSB-PriA inh = .; CCHF vOTU inh = 0; BoNT-A LC inh2 = -0.3; PfHsp40 rescue = .; Anthrax LF prot = 0; 3CLpro inhibitor = .; VHR inh abs = .
COc1ccc(-n2nnnc2SCC(=O)Nc2ccc(OC)cc2OC)cc1 in the list: Y pestis TopoI = -3; TcdB GH inh = 1.0; Vc quorum ag = -0.6; SSB-PriA inh = -15; CCHF vOTU inh = 0; BoNT-A LC inh2 = -3.7; PfHsp40 rescue = -0.7; Anthrax LF prot = -14; 3CLpro inhibitor = 7; VHR inh abs = -12

(listing goes on)
SMILES	Y pestis TopoI	TcdB GH inh	Vc quorum ag	SSB-PriA inh	CCHF vOTU inh	BoNT-A LC inh2	PfHsp40 rescue	Anthrax LF prot	3CLpro inhibitor	VHR inh abs
CC1Oc2ccccc2N(CC(=O)NC2CCCCC2)C1=O (stereo not drawn)	1	0.4	i	-3	-2	-2.3	-0.2	6	2	44
Cc1cc(C)[n+](-c2ccc(C(C)C)cc2)c2[nH]c(=O)[nH]c(=O)c12	5	.	-0.6	-8	-309	0.7	-1.7	1	-8	-20
O=c1[nH]c2ccccc2n1C1CCN(C(c2nnnn2Cc2ccccc2)C2CC2)CC1 (stereo not drawn)	.	-0.4	.	.	7	-1.3	.	6	.	.
O=c1c2ccccc2nc(/C=C/c2cccc([N+](=O)[O-])c2)n1CCCO	0	.	0.1	3	10	-0.8	3.2	-4	6	.
CCCCn1c(N)c(N(CCC(C)C)C(=O)c2ccc(COc3ccccc3)o2)c(=O)[nH]c1=O	10	0.4	i	-9	6	.	-0.5	.	.	.
Cc1c(CCO)sc[n+]1CC(=O)OCCC12CC3CC(CC(C3)C1)C2	3	1.3	-0.2	3	0	0.1	-1.1	-1	2	-2
CC(C)Nc1nc(NCc2ccccc2)c2sccc2n1	0	1.3	i	.	27	-0.2	.	-1	.	.
CCc1ccc(O)c(CNCCNCc2cc(CC)ccc2O)c1	-12	0.4	i	16	-3	-0.8	5.5	-16	.	.
Cc1ccc2cc(CN(Cc3ccco3)C(=O)C3CCCCC3)c(=O)[nH]c2c1C	2	.	-0.3	-3	1	-0.8	0.6	-1	-3	-12
COC(=O)Oc1ccc(/C=N/NC(=O)CN(c2ccccc2Cl)S(C)(=O)=O)cc1OC	10	.	-0.6	.	-2	0.3	-2.9	0	-2	7
Cn1c2ccsc2c2ncn(Cc3ccc(F)cc3)c(=O)c21	18	0.3	i	14	1	0.3	-1.3	-4	.	.
Cc1ccc2nc(-c3ccc(SCC(=O)Nc4nc(C)cs4)nc3)[nH]c2c1	1	.	-0.2	-12	-15	0.1	-0.7	0	-1	34
O=c1c(-c2nnc(SCc3ccc(Cl)c(Cl)c3)o2)cccn1Cc1ccccc1	4	.	-0.3	-10	-10	-0.5	0.5	-2	-2	25
COC(=O)C1CCN(C2CN(C3CCCCC3)S(=O)(=O)C2)CC1 (stereo not drawn)	.	1.6	.	.	-3	-0.1	.	-8	.	.
CCN1C(=O)CC(N2CCC(Nc3ccc(F)cc3)CC2)C1=O (stereo not drawn)	-2	.	i	2	1	0.8	0.3	3	0	-11
CCOC(=O)Cc1cc(=O)n2[nH]c(-c3ccccc3)c(-c3ccccc3)c2n1	2	0.9	-0.4	-12	1	0.1	0.8	3	2	13
OC(CN1CCN(c2cccc(C(F)(F)F)c2)CC1)c1c[nH]c2ccccc12 (stereo not drawn)	-13	.	-1.0	7	0	-0.6	-0.6	-3	0	10
COc1ccccc1-c1cc(C(F)(F)F)nc(N2CCCC2)n1	26	.	i	-136	9	-0.8	-1.7	-6	-1	19
COc1ccccc1-n1c(CNc2c(C)cccc2C)nnc1SCC(=O)N1CCOCC1	18	.	-0.5	0	-1	2.7	1.1	4	-1	31
COc1cc2[nH]c(=O)n(CCCCCC(=O)NCCCN3CCCC3=O)c(=O)c2cc1OC	9	.	i	-12	11	0.9	0.0	-3	-3	-4
COc1cccc(-c2noc(C(C)n3nc(C)c([N+](=O)[O-])c3C)n2)c1 (stereo not drawn)	-5	.	.	-6	25	0.7	-0.2	-2	3	21
Cc1ccc(OC(=O)c2cccc(C(=O)Oc3ccc(C)cc3)n2)cc1	-7	.	-1.6	7	4	0.2	-1.4	1	-1	2
NC(=O)CC(NC(=O)Cc1ccc(Cl)cc1)c1ccc(NCCN2CCOCC2)c([N+](=O)[O-])c1 (stereo not drawn)	-8	0.5	-0.3	-11	5	-0.2	-0.8	-2	1	5
CC(Sc1nc(-c2ccccc2)nc2c1COC(C)(C)C2)C(=O)N1CCOCC1 (stereo not drawn)	15	.	.	-17	3	1.6	0.6	-9	-5	-16
CCOC(=O)CSc1nc2ccccc2n2cnnc12	-6	.	-0.1	-6	5	?	0.4	-4	-4	-10
O=C(COc1ccccc1)N1CCN(S(=O)(=O)c2cccs2)CC1	1	.	5.6	-25	-6	0.4	-1.2	-2	0	1
CN(C)S(=O)(=O)c1cccc(COC(=O)CN2C(=O)NC3(CCCC3)C2=O)c1	7	0.3	i	-5	0	0.7	-0.6	1	-3	5
CCOC(=O)Nc1ccc2c(c1)C(=NO)c1ccccc1-2	2	4.2	i	-5	9	-0.7	207*	-2	.	.
O=C(Cn1c(=O)c2cccn2c2ccccc21)NCCCN1CCCCC1	-3	1.2	-0.2	-4	5	1.4	-1.8	0	-1	90
COc1ccc(CN2CCNC(=O)C2CC(=O)N(C)Cc2ccncn2)c(OC)c1 (stereo not drawn)	4	0.1	-0.2	-15	2	-0.2	-1.9	-3	2	4
O=C(CCC(=O)N(CC(=O)NC1CCCC1)c1ccc(F)cc1)Nc1nccs1	-3	0.4	1.2	-5	-7	0.5	-0.5	2	-2	7
